D2 potentiator = D2 dopamine receptor (human) potentiation; potentiation, % at 10 µM; 0.34% of 340,000 active; HEK293 T-REx D2, calcium flux, EC20 dopamine potentiation;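 active = potentiation over 3 SD above the plate norm, cut at about 30% in these data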; also: 0% is about no effect
Target sequence (P14416 whole entry, looked up): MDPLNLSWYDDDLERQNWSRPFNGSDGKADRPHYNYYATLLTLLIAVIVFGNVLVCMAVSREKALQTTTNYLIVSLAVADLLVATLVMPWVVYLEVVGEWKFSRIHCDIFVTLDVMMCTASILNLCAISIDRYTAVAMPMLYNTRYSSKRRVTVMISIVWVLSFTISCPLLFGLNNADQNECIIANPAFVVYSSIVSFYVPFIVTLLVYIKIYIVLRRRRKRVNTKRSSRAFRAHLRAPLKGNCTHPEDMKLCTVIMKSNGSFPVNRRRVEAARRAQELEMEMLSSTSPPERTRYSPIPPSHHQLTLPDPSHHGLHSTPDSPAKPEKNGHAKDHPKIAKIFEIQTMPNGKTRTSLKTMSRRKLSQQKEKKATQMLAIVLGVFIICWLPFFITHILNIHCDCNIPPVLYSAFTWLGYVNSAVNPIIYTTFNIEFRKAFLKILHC
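Tetracycline-induced HEK293 T-REx cells force-coupled to calcium signalling expressed D2; compounds were pin-added after a 10 s baseline, read kinetically 180 s, then an EC20 dopamine challenge followed with a further 180 s calcium read.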
D1 PAM = enhances dopamine response at the human D1 receptor | P21728 | HEK293 TREx D1 cells, calcium flux, dopamine EC20 potentiation | potentiation, % at 10 µM | 0.036% of 360,000 active | AID 504651; in the data active = potentiation above about 30%; also: 0% is about no effect
Target sequence (P21728 whole entry, looked up): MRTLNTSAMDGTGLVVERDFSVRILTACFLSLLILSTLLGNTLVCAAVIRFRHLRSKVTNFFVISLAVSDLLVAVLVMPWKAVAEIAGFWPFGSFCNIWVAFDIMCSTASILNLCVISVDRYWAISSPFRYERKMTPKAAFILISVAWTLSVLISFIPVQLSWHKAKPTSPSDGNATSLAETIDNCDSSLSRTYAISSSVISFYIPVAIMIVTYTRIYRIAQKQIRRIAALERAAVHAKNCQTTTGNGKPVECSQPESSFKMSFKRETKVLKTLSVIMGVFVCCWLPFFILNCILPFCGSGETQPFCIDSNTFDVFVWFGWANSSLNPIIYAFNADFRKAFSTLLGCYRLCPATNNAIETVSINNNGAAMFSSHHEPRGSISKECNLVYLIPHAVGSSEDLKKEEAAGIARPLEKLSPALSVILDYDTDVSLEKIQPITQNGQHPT
D1 antag = human D1 dopamine receptor antagonism; 3.2% of 360,000 active; P21728; AID 504652; HEK293 TREx D1 cells, calcium flux, dopamine EC80; stronger effect = lower value; activity change, negative = inhibition, % at 10 µM; in the data active = activity change below about -30%; also: % is scaled to controls: 0 for no effect and ±100 for the full control effect
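Tetracycline-induced HEK293 T-REx cells with force-coupled D1 receptor were loaded with a no-wash calcium dye. Compound was added after a 10 s baseline and read kinetically for 180 s; EC80 dopamine was then added and calcium flux followed another 180 s.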
RXFP1 antag = blocks the human relaxin receptor RXFP1; Q9HBX9; HEK293-RXFP1, relaxin-stimulated cAMP HTRF, 30 min; stronger effect = lower value; activity change, negative = inhibition, % at 57.5 µM; 0.59% of 350,000 active; AID 1259400;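 active = activity change of -60% or lower, but not beyond a set lower limit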; also: % is scaled to controls: 0 for no effect and ±100 for the full control effect
TRHR enhancer = allosterically enhances the human TRH receptor; P34981; TRHR cells, fluo-8 calcium fluorescence, EC20 TRH enhancement; enhancement, % at 2 µM; 0.66% of 360,000 active; in the data active = enhancement above about 30%; also: 0% is about no effect
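Enhancer read-out: after compound pinning and an initial kinetic agonist-mode read, an EC20 of TRH (10 nM final) was injected and fluo-8 calcium signal (Ex 480/Em 530) followed at 1 s/cycle for 100 cycles in TRHR-expressing cells.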
D2 antag = D2 dopamine receptor (human) antagonism. P14416. HEK293 TREx D2 cells, calcium flux, dopamine EC80. inhibition, % at 10 µM. 2% of 340,000 active. AID 485344; in the data active = inhibition above about 30%; also: 0% is about no effect
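Antagonism is scored as inhibition of an EC80 dopamine-evoked calcium signal in a force-coupled, tetracycline-inducible HEK293 T-REx D2 line, with compound present 180 s before agonist.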
D1 ag = activates the human D1 dopamine receptor; HEK293 T-REx D1 cells, calcium flux, agonist mode; activation, % at 2 µM; 1% of 360,000 active; AID 504660; also: 0% is about no effect
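Inducible HEK293 T-REx D1 cells, force-coupled to calcium signalling, were plated at 4000 cells/well with tetracycline and held overnight at 30 C. After no-wash calcium dye loading, compound-evoked calcium rise over 180 s flagged agonists.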
D2 agonist = agonists of human D2 dopamine receptor | 0.53% of 340,000 active | P14416 | HEK293 T-REx D2 cells, calcium flux agonist mode | activation, % at 2 µM;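 active = activation over 3 SD above normal in the single-dose calcium agonist read, cut at about 30% in these data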; also: 0% is about no effect
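Tetracycline-induced HEK293 T-REx cells with force-coupled D2 receptor, plated overnight at 30 C, loaded with no-wash calcium dye. After a 10 s baseline, compound was pin-added and calcium flux read kinetically for 180 s; calcium rises flagged agonists.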
TRHR agonist = TRH receptor (human) agonism | P34981 | TRHR cells, calcium flux fluo-8, FDSS agonist mode | activation, % at 2 µM | 0.18% of 360,000 active | AID 493084; also: 0% is about no effect
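Read-out: compound-evoked intracellular calcium rise in TRHR cells, fluo-8 dye, kinetic FDSS fluorescence at 1 s/cycle following a 10-cycle baseline. Cells cultured overnight before dye loading (30 min–1.5 h, RT).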
* = called active by the depositor; . = no result given; & = joins results of further samples. Rule as the data show it, unless noted: active = activation above about 30%; inactive = the rest.

SMILES | D2 potentiator | D1 PAM | D1 antag | RXFP1 antag | TRHR enhancer | D2 antag | D1 ag | D2 agonist | TRHR agonist
CC(Oc1ccc(Cl)cc1Cl)c1nc(-c2ccc(NC(=O)c3ccco3)cc2)no1 (stereo not drawn) | 5 | -2 | -5 | -15 | -1 | 4 | 6 | 1.1 | 0.5
COc1ccccc1N1CCN(C(=O)CSc2nnc3c4ccccc4nc(Cc4ccccc4)n23)CC1 | -4 | 0 | 8 | . | 2 | -1 | 2 | -0.3 | -0.6
O=C(Nc1cccc(C(F)(F)F)c1)C1CCN(S(=O)(=O)c2ccc(N3CCCC3=O)cc2)CC1 | -23 | -11 | -47* | 21 | -6 | 64* | 9 | -1.4 | 0.7
Cc1ccc2cc(CCNC(=O)C(=O)c3c[nH]c4ccccc34)c(=O)[nH]c2c1 | 8 | 2 | -5 | -16 | 1 | -17 | 3 | 0.5 | 1.1
COC(=O)CCCC(=O)N1CCCC(CCC(=O)NCc2ccc(F)c(F)c2)C1 (stereo not drawn) | 12 | -6 | -44* | -29 | 7 | 0 | 8 | -0.7 | -0.5
CCN(CC)c1ccc(/C=N/NC(=O)c2cccc(S(=O)(=O)Nc3ccccc3OC)c2)c(O)c1 | 6 | 1 | 11 | -23 | 4 | -14 | 18 | 5.5 | 8.0
CC(C)NC(=O)c1cc2n(n1)C(C(F)(F)F)CC(c1ccco1)N2 (stereo not drawn) | 8 | 6 | 0 | 9 | 3 | -10 | -1 | 1.7 | 1.4
c1ccc2sc(NC3=NCN(CC4CCCO4)CN3)nc2c1 (stereo not drawn) | -3 | -1 | 3 | -7 | 5 | 10 | 6 | -0.6 | 0.9
Cc1ccc2c(c1)cc(CN(Cc1ccco1)S(=O)(=O)c1ccccc1)c1nnnn12 | -4 | -3 | -1 | 8 | -2 | . | 2 | . | -1.1
O=C(Cn1ccc2cc(S(=O)(=O)N3CCCC3)ccc21)NCc1ccco1 | 3 | -4 | -11 | 18 | 2 | 6 | 3 | 0.3 | -0.2
COc1ccc(CNC(=O)c2cnc(N3CCCC3)nc2C)c(OC)c1 | 3 | 0 | 10 | -3 | -2 | . | -2 | 0.7 | 0.2
C=C(C)COc1ccc(-c2n[nH]c(C)c2Oc2ccccc2OC)c(O)c1 | 12 | -3 | -2 | -7 | -2 | -28 | 11 | -0.6 | -0.7
COC(=O)c1cc(S(=O)(=O)NCC2CCN(Cc3cccc(Cl)c3)CC2)c[nH]1 | . | -3 | -29 | -5 | 6 | . | 4 | . | 0.4
CC(=O)n1nc(-c2cccc(C)c2)nc1SCC(=O)Nc1ccccc1 | -8 | 7 | -3 | -1 | -5 | 0 | 1 | 0.0 | -0.1
CCN(CC)CCNC(=O)c1ccc(Cl)c(S(=O)(=O)Nc2ccc(Cl)cc2)c1 | -5 | 2 | -6 | -20&4 | 0 | 11 | 2 | 0.4 | -0.5

Shown as a hit in D1 antag, among the entries above:
mol | D2 potentiator | D1 PAM | D1 antag | RXFP1 antag | TRHR enhancer | D2 antag | D1 ag | TRHR agonist
O=C(Nc1cccc(C(F)(F)F)c1)C1CCN(S(=O)(=O)c2ccc(N3CCCC3=O)cc2)CC1 | -23 | -11 | -47* | 21 | -6 | 64* | 9 | 0.7
COC(=O)CCCC(=O)N1CCCC(CCC(=O)NCc2ccc(F)c(F)c2)C1 (stereo not drawn) | 12 | -6 | -44* | -29 | 7 | 0 | 8 | -0.5

More structures
SMILES | D2 potentiator | D1 PAM | D1 antag | RXFP1 antag | TRHR enhancer | D2 antag | D1 ag | D2 agonist | TRHR agonist
Cc1ccc(S(=O)(=O)C2(C(=O)N(C)C3CCCCC3)CC2)cc1 | -2 | -4 | 6 | -2 | -4 | 0 | 0 | 0.0 | -0.8
NNC(=O)CNC(c1ccccc1)c1cc(Br)ccc1N (stereo not drawn) | -2 | -1 | 1 | -13 | -13 | -1 | 1 | 2.1 | -0.3
CCS(=O)(=O)N1Cc2ccccc2CC1C(=O)Nc1nc2ccc(C)cc2s1 (stereo not drawn) | -17 | 0 | 3 | -19 | 10 | 2 | 0 | -0.3 | 0.1
COc1ccc(C2c3[nH]c4ccccc4c3CCN2CCCn2cccn2)c(F)c1 (stereo not drawn) | -14 | 3 | -7 | -3 | -22 | -1 | 4 | 0.8 | -1.0
O=C(Cc1ccccc1)Nc1ccc(SC(F)F)cc1 | -2 | -5 | -40* | -10 | 6 | -5 | 4 | 0.3 | 0.4
Nc1c(-c2cccs2)cnc2c(-c3ccc(F)cc3)cnn12 | 1 | 1 | -21 | -20 | 14 | -11 | 2 | 0.2 | 1.4
Cc1ccc(Cn2ccc(NC(=O)c3cc(-c4cccc(Cl)c4)on3)n2)cc1 | 11 | 3 | 2 | 0 | 0 | 3 | 5 | 2.0 | 0.7
Cc1ccccc1NC(=O)COC(=O)c1cccc(S(=O)(=O)N2CCCCC2)c1 | 4 | . | 20 | 8 | 0 | 18 | 0 | 0.0 | -0.2
O=C(Nc1cccc(/C=C/c2ccccn2)c1)c1ccc(-n2cncn2)c([N+](=O)[O-])c1 | -14 | -2 | -4 | -25 | -3 | 21 | 2 | -0.3 | 0.3
COCCN1CCN(C(=O)c2cc(COc3cc(C)ccc3C)on2)CC1 | 11 | -7 | 3 | -16 | 19 | -22 | 10 | 0.4 | 0.2
COc1ccc(S(=O)(=O)N2CCN(CC(O)CN3CCOCC3)CC2)cc1 (stereo not drawn) | 20 | 3 | 1 | -2 | 28 | -10 | 0 | 0.0 | 0.4
COc1ccc(NC(=O)C2C3C=CC4(O3)C2C(=O)N(CCN2CCCCC2C)C4C(=O)NC2CCCCC2)cc1 (stereo not drawn) | 1 | . | 7 | 4 | -3 | 14 | 6 | 0.0 | 0.3
COc1ccc(CCN(C)C(=S)NC(=O)c2ccc(F)cc2Cl)cc1OC | 0 | -3 | -56* | -9 | -5 | 9 | 4 | 0.0 | 0.1
CNC(=O)c1cc2c(=O)n3cc(C)ccc3nc2n(Cc2ccco2)c1=N | -11 | -1 | 11 | . | 1 | -9 | 2 | -0.8 | 3.0
Clc1ccc(Oc2nc3ccccc3n3cccc23)cc1 | 10 | -6 | -2 | -17 | 5 | 15 | 10 | 0.2 | -0.7

4 structures out of the list, ordered by length of the SMILES, lowest first:
SMILES | D2 potentiator | D1 PAM | D1 antag | RXFP1 antag | TRHR enhancer | D2 antag | D1 ag | D2 agonist | TRHR agonist
CNC(=O)c1cc2c(=O)n3cc(C)ccc3nc2n(Cc2ccco2)c1=N | -11 | -1 | 11 | . | 1 | -9 | 2 | -0.8 | 3.0
COC(=O)CCCC(=O)N1CCCC(CCC(=O)NCc2ccc(F)c(F)c2)C1 (stereo not drawn) | 12 | -6 | -44* | -29 | 7 | 0 | 8 | -0.7 | -0.5
Cc1ccccc1NC(=O)COC(=O)c1cccc(S(=O)(=O)N2CCCCC2)c1 | 4 | . | 20 | 8 | 0 | 18 | 0 | 0.0 | -0.2
CCN(CC)CCNC(=O)c1ccc(Cl)c(S(=O)(=O)Nc2ccc(Cl)cc2)c1 | -5 | 2 | -6 | -20&4 | 0 | 11 | 2 | 0.4 | -0.5

Later entries.
SMILES | D2 potentiator | D1 PAM | D1 antag | RXFP1 antag | TRHR enhancer | D2 antag | D1 ag | D2 agonist | TRHR agonist
Cc1ccc(NC(=O)Cn2nc(C(=O)O)c3ccccc3c2=O)cc1S(=O)(=O)N1CCOCC1 | 2 | -3 | 13 | -7 | 5 | -13 | 3 | -1.5 | -0.3
CCOC(=O)c1c(-c2ccccc2)oc2ccc(OCC(N)=O)cc12 | -5 | -10 | -13 | -6 | 4 | -10 | 8 | -0.6 | -2.1
CCCN(CC(=O)Nc1ccc(F)c(F)c1F)C(=O)c1cc([N+](=O)[O-])ccc1N1CCOCC1 | -3 | -4 | 5 | -9 | -2 | -1 | 19 | 0.0 | -0.3
O=C(NC1CC1)C1CCN(C2CCN(C(=O)c3ccc4cccc(F)c4n3)CC2)CC1 | 3 | -2 | -9 | -7 | -4 | -21 | 4 | -0.9 | 0.5
O=C(Nc1ccc(Nc2ccccc2)cc1)c1ccc(Br)cc1 | 2 | -4 | -26 | -15 | -4 | 13 | 0 | -0.8 | -0.3
CC1(C)Oc2ccc(C(=O)NNC(=O)Nc3ccccc3)cc2NC1=O | 17 | -3 | 10 | -7 | 2 | -13 | 4 | -0.3 | 0.2
OCCN1CCN(C(=S)NC2CCCC2)CC1 | -11 | 1 | 0 | 0 | 1 | 17 | 3 | 6.0 | 0.5
CCC(C(=O)O/N=C(\N)c1cccc(C)c1)c1ccccc1 (stereo not drawn) | 3 | 4 | 7 | -5 | -3 | -14 | 3 | -0.4 | -2.0
COc1ccc(CNc2cccc3[nH]c(C(F)(F)F)nc23)cc1OC | 4 | -8 | 1 | 9 | 3 | 9 | 1 | 0.2 | 0.8
Cc1ccc2nc(C)c3c(c2c1)OC(C(C)(Cl)Br)C3 (stereo not drawn) | 11 | -3 | 10 | -36 | -4 | 20 | 4 | -2.5 | -1.1
CCOC(=O)C1Cn2c(nc3c(c2=O)C(C)(CC)Cc2ccccc2-3)S1 (stereo not drawn) | 10 | -20 | 14 | -7 | 14 | -4 | 4 | 0.2 | -0.1
COc1ccc(-c2nnc(SC(C)C(=O)NCc3ccc4c(c3)OCO4)n2Cc2ccco2)cc1 (stereo not drawn) | -7 | -3 | -2 | 1 | 9 | -1 | 6 | -0.2 | -1.1
Cc1cc(OCCCC(=O)NC2=NCCS2)ccc1Cl | . | -5 | -24 | -1 | -6 | . | 7 | . | 0.7
C=CCC(CC=C)(C(=O)O)c1ccccc1 | -3 | -1 | -28 | 0 | -7 | 11 | -1 | 1.0 | 0.1
COc1ccc(OCc2ccc(C(=O)NN)cc2)cc1 | -2 | 1 | -42* | -5 | 2 | 11 | 1 | 2.1 | 0.8
O=C(Cc1cn2ccsc2n1)Nc1nc2c(s1)CCCC2 | 2 | 3 | 13 | -5 | 13 | 6 | 2 | -0.2 | -1.1
CCc1ccc(-n2nc(CO)c(C(=O)NCCCCc3ccccc3)n2)cc1 | 0 | 2 | 13 | 0 | 1 | . | 2 | 0.1 | 1.6
Cn1c(N)c(C(=O)COC(=O)c2ccc(Cl)nc2)c(=O)n(C)c1=O | 0 | -6 | -9 | -8 | -4 | -6 | 3 | 0.3 | 0.3

Source: PubChem (National Center for Advancing Translational Sciences (NCATS))
